DNA FID counter: compounds displacing fluorescent DNA intercalator, primary screen, artefact control for HCV NS3 helicase inhibitor project, biochemical, FID fluorescence; DNA fluorescent intercalator displacement; inhibition, % at 7.9 µM; actives 0.17% (n = 290,000); AID 1845, 2009; in the data active means inhibition above about 37%;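 further: 0% = vehicle and 100% = reference compound; higher means more ethidium bromide displaced from hairpin DNA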
HCV NS3 hel inh: inhibitors of HCV NS3 helicase, primary screen, biochemical, Cy5 molecular beacon fluorescence | Hepatitis C virus NS3 helicase | NS3 helicase DNA unwinding | inhibition, % at 10.9 µM | actives 0.56% (n = 290,000);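 active means inhibition above the mean of all tested compounds plus 3 SD, set per campaign, cut at about 35% in these data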;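 further: 0% = DMSO wells and 100% = thioflavine S control wells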
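Assay system – hepatitis C virus NS3 helicase domain fragment enzyme · Buffer or medium – MOPS pH 6.5, MgCl2, DTT, Tween20, BSA · Reagent – Cy5/quencher beacon DNA duplex and ATP to start · Compound – single 10.9 µM dose · Timing – 1 h at 25 °C · Technique – Cy5 beacon fluorescence read at start and 1 h · Measure – % inhibition of unwinding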
IDE cell activ: human IDE activators in live cells, primary screen, fluorescence polarization, HEK cells, FAbeta-B substrate; Insulin-degrading enzyme (Homo sapiens), P14735; FAbeta-B cleavage; 0% vehicle, 100% cell-free pure enzyme wells; activation, % at 5.96 µM; actives 0.073% (n = 340,000); AID 493087, 2011;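 active means activation above the mean of all tested compounds plus 3 SD, set per screening campaign, cut at about 17% in these data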
IMP-1 inh: IMP-1 metallo-beta-lactamase inhibitors, primary screen, biochemical, epi-absorbance readout, Pseudomonas aeruginosa enzyme. metallo-beta-lactamase IMP-1 (Pseudomonas aeruginosa). purified IMP-1, nitrocefin hydrolysis, epi-absorbance fluorescence. inhibition, % at 5.6 µM. actives 0.45% (n = 290,000). AID 1556, 2009;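 active means inhibition above the mean plus 3 SD of all compounds in the same screening run, cut at about 4.5% in these data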;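 further: 0% = IMP-1 with DMSO and 100% = DMSO wells lacking enzyme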
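System: purified IMP-1; amount: IMP-1 0.2 nM before substrate addition; compound: single dose, 5.6 µM; times: 25 °C, 15 min preincubation, 25 min reaction; signal: Epi-absorbance via hydrolysed-nitrocefin quenching of white-plate fluorescence, 480/530 nm, EDTA stop; benchmarks: DMSO with and without IMP-1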
SUMO HTRF inh: inhibitors of in vitro SUMOylation cascade, primary screen, biochemical, HTRF, uHTS; HTRF SUMOylation assay, SAE1/SAE2 + UBC9; inhibition, % at 35 µM; actives 0.36% (n = 290,000); in the data active means inhibition above about 50%, passing the limit was not always enough; further: strong numbers were not always called active
Target sequence (P63279 whole entry, looked up): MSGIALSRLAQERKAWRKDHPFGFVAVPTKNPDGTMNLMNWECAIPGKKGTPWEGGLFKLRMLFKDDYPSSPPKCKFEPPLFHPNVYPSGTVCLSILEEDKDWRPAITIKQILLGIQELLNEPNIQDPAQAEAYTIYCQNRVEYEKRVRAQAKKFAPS
IDE inh: human IDE inhibitors in live cells, primary screen, fluorescence polarization, HEK cells, FAbetaB substrate | Insulin-degrading enzyme (Homo sapiens), P14735 | FAbetaB cleavage | inhibition, % at 5.59 µM | actives 0.41% (n = 320,000);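 active means percent inhibition above the average of all tested compounds plus 3 SD, set per screening campaign, cut at about 16% in these data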;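 further: IDE supplied by intact live HEK cells; FP after avidin binding of uncleaved biotin substrate so inhibition keeps polarization high; 0% = DMSO wells and 100% = 60 µM reference IDE inhibitor Ii1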
VIM-2 inhibitor: VIM-2 metallo-beta-lactamase inhibitors, primary screen, biochemical, epi-absorbance readout, Pseudomonas aeruginosa enzyme; actives 0.89% (n = 290,000); AID 1527, 2009; inhibition, % at 5.6 µM; purified VIM-2, nitrocefin hydrolysis, epi-absorbance fluorescence;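 active means inhibition above the mean of all tested compounds plus 3 SD, cutoff set per screening run, cut at about 7.5% in these data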;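 further: red hydrolysis product quenches plate fluorescence so inhibitors raise well fluorescence; 0% = enzyme with DMSO and 100% = DMSO without enzyme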
pCIP destab: p/CIP-EGFP fusion destabilizers, primary screen, fluorescence, F442A cells. AID 1984, 2009. Q05BA5. decrease of EGFP signal, % at 10 µM. 16 h. actives 0.01% (n = 290,000);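 active means EGFP signal decrease of at least 30% at 10 µM or well 3 SD below plate mean, unless failing retest; inactive means the rest, including hits failing retest or dose response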; further: some compounds called inactive have numbers as strong as hits; many of its hits are not listed in these tables
M18AAP inhibitor: PfM18AAP inhibitors, malaria aminopeptidase, primary screen, biochemical, QFRET, recombinant enzyme | M18 aspartyl aminopeptidase (Plasmodium falciparum 3D7) | inhibition, % at 7.35 µM | actives 1.2% (n = 290,000) | H-Glu-NHMec fluorogenic cleavage | AID 1822, 2009;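 active means inhibition above the campaign mean inhibition over all tested compounds plus 3 SD, cut at about 28% in these data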;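 further: 0% = plate median of test compound wells and 100% = 2 mM ZnCl2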
* hit, by the source's call; . = no result given.

SMILES	DNA FID counter	HCV NS3 hel inh	IDE cell activ	IMP-1 inh	SUMO HTRF inh	IDE inh	VIM-2 inhibitor	pCIP destab	M18AAP inhibitor
Nc1ccc(C#Cc2ccc3c(=O)c4ccccc4oc3c2)cc1	-13	-4	3	-3.5	24	-4	-2.8	-5	8
CCc1c(C)sc(NC(=O)c2noc(C)c2[N+](=O)[O-])c1C#N	0	9	-2	-2.9	-9	2	-2.3	8	37*
CC(=O)c1ccc(Nc2nc(=O)c3cccnc3s2)cc1	-6	0	3	0.7	21	4	-2.4	-42	2
CC(=O)c1cccc(NC(=O)N2C3CCC2CC(NC(=O)Nc2ccccc2)C3)c1 (stereo unspecified)	-4	18	4	-2.2	10	7	-2.4	7	1
COc1cc(C(=O)Nc2cccc(-c3nc4cc(C)cc(C)c4o3)c2)cc(OC)c1OC	5	-8	-3	0.8	22	.	0.6	-2	-12
N#Cc1c(/N=C/c2ccccc2)oc(-c2ccccc2)c1-c1ccccc1	-6	5	-1	-4.7	1	-1	-1.1	-10	-8
COCCNC(=O)CN1C(=O)CSc2cc(S(=O)(=O)N3CCCCCC3)ccc21	-13	-1	9	-2.3	.	4	-2.9	.	-7
CC(C)(C)C(=O)NC1CCN(S(=O)(=O)c2cccc(C(F)(F)F)c2)CC1	-6	-4	6	-4.1	21	6	1.0	1	-13
Cc1cc2c(cc1S(=O)(=O)N(C)Cc1ccccc1)OCC(=O)N2	-17	-2	0	-4.0	18	4	-2.4	-14	2
Cn1cnc2c1c(=O)n(Cc1ccc(Cl)cc1Cl)c(=O)n2C	-15	-7	-1	-1.4	-1	1	0.7	-12	-16
CCOCc1nnc(NC(=O)CSCc2ccccc2)s1	-9	4	-2	-3.6	1	1	-1.6	-5	1
N#Cc1c(NC(=O)CCCl)sc2c1CCCCC2	0	1	2	-3.9	-6	2	-3.4	14	2
CN(C)[C@@H](CO)c1nnc([C@H](Cc2ccc(O)cc2)NC(=O)C2CCNCC2)o1	3	4	-2	-2.9	-14	2	-5.8	-19	-1
CC(C)CN1CCC(C(=O)NCC2CCCO2)CC1 (stereo unspecified)	-1	-1	-3	-5.4	23	1	-1.6	-17	-8
Cc1cc(-n2c(C)cc(C(=O)CCl)c2C)no1	3	-4	0	-3.4	8	-2	-2.1	-11	0
O=c1ccccn1Cc1c(Cl)cccc1Cl	-4	1	6	-1.8	-11	-5	-0.3	3	8
O=C(CCS(=O)(=O)CCN1CCOCC1)NCNC(=O)CCS(=O)(=O)CCN1CCOCC1	1	3	8	-2.7	-1	6	-0.6	-24	-5
CCCC1CCc2c(sc(NC(=O)c3cccs3)c2C(N)=O)C1 (stereo unspecified)	-2	4	1	-1.7	35	-1	-2.0	-13	-4
N=C(N)n1c(N)nc2ccccc2c1=O	-1	2	3	-0.7	26	3	0.3	9	0
Cc1nn(CC(=O)Nc2cccnc2)c(=O)c2ccccc12	10	-3	2	-1.6	7	0	-0.8	-7	-2
COc1ccccc1-c1nc(-c2ccncc2)no1	-6	3	3	-4.5	12	-4	-2.4	0	-2
O=C(NCc1ccco1)N1c2ccccc2Sc2ccccc21	-14	1	2	-5.6	-21	6	-2.2	-22	4
COc1cc2c(cc1NC(=O)/C=C/c1ccc([N+](=O)[O-])cc1)oc1ccccc12	0	3	-2	-3.4	-2	-6	-0.6	-8	3
Cc1ccccc1C(=O)O/N=C(\N)c1ccccc1	-5	3	0	-1.0	7	-6	-1.3	2	1
COc1ccc(C)cc1S(=O)(=O)NC1CCCC1	-5	-3	2	-4.3	14	1	-1.0	-11	0
Cc1cc2ccccn2c1C(=O)c1ccc([N+](=O)[O-])o1	3	5	4	-5.0	-10	-6	-5.8	-31	-2
Cc1cc(C)n2c(nc3ccccc32)c1C(=O)NCc1ccccc1	-17	6	3	-1.6	38	6	1.6	15	-4
Cc1nc2ccccc2nc1N/N=C/c1ccc(O)cc1	-6	-3	9	-0.7	8	-2	7.8*	-20	37*
Cc1cccc(NC(=O)CCOc2ccccc2)c1	0	3	6	-0.9	1	3	-0.8	6	-4
Fc1cccc(Cl)c1CN1CCN(c2nc3ccccc3s2)CC1	-35	-8	1	-1.7	-12	.	-3.0	-10	-1
O=C(CCN1CCOCC1)Nc1ccc(F)cc1	-6	14	5	-4.7	8	2	-1.0	-3	-3
Cc1cc2cc(C#N)c(N3CCOCC3)nc2cc1Cl	-19	-12	-6	-2.6	8	8	3.1	7	-1
CC(C)COP(=O)(OCC(C)C)C(Nc1ccccc1)c1ccccc1 (stereo unspecified)	-45	-5	3	-1.3	-12	9	-3.2	-13	5
O=C(CCC1CCCC1)NNC(=O)c1cc2ccccc2cc1O	-27	19	1	-2.1	25	3	-3.2	-18	15
COc1cc(CCN2C(=O)c3cccc4cccc(c34)C2=O)c(S(=O)(=O)N2CCC(C)CC2)cc1OC	-4	-5	2	-0.2	3	-3	-0.5	-10	-4
Cc1ccc2cc(C#N)c(SCC(=O)NNC(=O)Cc3ccccc3)nc2c1	0	1	6	2.8	-2	.	-0.3	-28	-2
CN(C)N1C(N)=C(C#N)C(c2cccnc2)C2=C1CC(C)(C)CC2=O (stereo unspecified)	0	7	0	-2.0	-17	-3	-2.2	-7	6
O=C(O)CCCNS(=O)(=O)c1ccc(Br)s1	0	5	3	-3.9	21	3	-2.8	-2	0
COCCNC(=O)Cn1nc(C)c([N+](=O)[O-])c1C	6	12	7	-1.6	4	4	-1.9	2	1
N/C(=N\OC(=O)c1ccccc1F)c1ccc([N+](=O)[O-])cc1	-2	0	5	-0.2	4	3	-3.5	-14	3
C=CCn1c(SCC(=O)c2c(N)n(C)c(=O)n(C)c2=O)nc2sc(CC)cc2c1=O	2	4	4	-0.7	-16	3	-7.8	-6	-1
Cc1cc(-c2ccc(Cl)cc2)c(C#N)c(N)n1	2	-5	1	0.7	-1	7	-3.3	-10	-2
CCN1CCN(c2ncnc3c2c(-c2ccccc2)cn3-c2ccc(F)cc2)CC1	7	1	0	-2.8	-14	-1	-3.1	-9	-10
Nc1ccc(NC(=O)c2cccs2)cc1	4	0	1	-1.3	8	-5	-1.0	0	-8
Cc1cc(C)c(C(=O)Nc2ccc(S(=O)(=O)Nc3ccccn3)cc2)c(C)c1	-24	18	3	-0.4	2	5	-1.9	-1	-6
CSCC[C@H](NC(=O)N1CCn2c1nc1ccccc12)C(=O)N[C@@H](C(=O)O)c1ccccc1	-25	10	4	-0.2	12	3	-0.8	-2	51*
O=C(NN1C(=O)C2C3c4ccccc4C(c4ccccc43)C2C1=O)C1CC1 (stereo unspecified)	1	6	3	-3.0	14	5	-2.6	-3	-2
O=C(/C=C/c1ccc([N+](=O)[O-])o1)NNC(=O)c1ccc(F)cc1	-4	13	4	-2.6	-13	-2	-2.0	-78	6
N/C(=N\OC(=O)CSc1ccccc1)c1cccc([N+](=O)[O-])c1	7	-13	1	0.0	7	-1	-0.1	-8	-11
CC1(c2ccccc2)CC(C)(C)n2c(O)c(C3=NC(=S)NC3=O)c3cccc1c32 (stereo unspecified)	-5	9	3	-2.2	29	4	-3.4	-11	4
Cc1c(C)n(CC(O)CN2CCCCCC2)c2ccccc12 (stereo unspecified)	5	-18	9	-2.2	-32	3	-3.1	-5	8
COc1cc(NC(=O)CCc2nc(-c3cccs3)no2)cc(OC)c1OC	-18	2	-15	-1.4	-10	6	-0.3	-2	-6
Nc1cc(=O)[nH]c(SC/C=C/c2ccccc2)n1	0	1	2	-1.2	-14	3	0.0	12	-5
O=C(COc1ccc2ccccc2c1)Nc1cccc2c1C(=O)NC2=O	0	-6	.	-3.4	21	3	-2.6	5	0
COCc1[nH]nc2c1C(c1ccsc1)C(C#N)=C(N)O2 (stereo unspecified)	-5	-3	5	-3.7	10	3	0.8	-10	9
O=C(c1cccc([N+](=O)[O-])c1)c1ccc2[nH]c(=O)[nH]c2c1	-1	4	-1	29*	1	-1	1.1	-1	3
Oc1ccc(Br)cc1CNn1cnnc1	5	1	6	-3.8	-8	1	-3.3	-6	10
CCN(c1ccccc1)S(=O)(=O)c1ccc(Cl)c(C(=O)OCC(=O)NC(=O)C(C)C)c1	-17	10	5	-0.3	-2	0	0.2	2	-4
O=C(Nc1sc2c(c1C(=O)O)CCCC2)c1cccc(Cl)c1	-5	17	5	-3.0	6	.	-1.9	-3	1
Cc1cc(S(=O)(=O)N2CCOCC2)ccc1OCC(=O)Nc1ccc(F)cc1	-25	-3	5	-2.0	-8	-1	-1.7	7	-6

Continuation.
SMILES	DNA FID counter	HCV NS3 hel inh	IDE cell activ	IMP-1 inh	SUMO HTRF inh	IDE inh	VIM-2 inhibitor	pCIP destab	M18AAP inhibitor
Cn1cc(CN2CCCC(CO)(Cc3cccc(Cl)c3)C2)cn1 (stereo unspecified)	6	-5	1	-1.5	14	-4	-2.8	-5	-2
COc1ccccc1OCC(=O)Nc1ccc(S(=O)(=O)N(C)c2ccccc2)cc1	-28	-2	5	-3.2	-23	4	-2.2	-25	3
CC(=O)c1ccc(NC(=O)CN2C(=O)COc3ccc(Cl)cc32)cc1	-8	-13	8	-3.4	0	1	0.0	-28	2
S=C(NC1CCCCC1)N(CCc1nc2ccccc2[nH]1)C1CCCC1	-7	-8	-3	-7.3	10	-2	-1.3	4	-4
O=C(Cc1ccccc1)N/N=C/c1cc(Br)c(Br)o1	-8	-2	4	-2.1	-16	7	-7.0	4	4
CC1CC1C(=O)Nc1nc2ccc(S(C)(=O)=O)cc2s1 (stereo unspecified)	-3	4	6	-2.4	13	-9	-0.8	1	-2
Cc1ccc(N2CC(C(=O)Nc3ccc(N(C)C)cc3)CC2=O)cc1C (stereo unspecified)	-26	7	3	-3.4	.	1	-1.4	.	5

No new results follow: entries from further up.
SMILES	DNA FID counter	HCV NS3 hel inh	IDE cell activ	IMP-1 inh	SUMO HTRF inh	IDE inh	VIM-2 inhibitor	pCIP destab	M18AAP inhibitor
Cn1cc(CN2CCCC(CO)(Cc3cccc(Cl)c3)C2)cn1 (stereo unspecified)	6	-5	1	-1.5	14	-4	-2.8	-5	-2
COc1ccccc1OCC(=O)Nc1ccc(S(=O)(=O)N(C)c2ccccc2)cc1	-28	-2	5	-3.2	-23	4	-2.2	-25	3
CC(=O)c1ccc(NC(=O)CN2C(=O)COc3ccc(Cl)cc32)cc1	-8	-13	8	-3.4	0	1	0.0	-28	2
S=C(NC1CCCCC1)N(CCc1nc2ccccc2[nH]1)C1CCCC1	-7	-8	-3	-7.3	10	-2	-1.3	4	-4
O=C(Cc1ccccc1)N/N=C/c1cc(Br)c(Br)o1	-8	-2	4	-2.1	-16	7	-7.0	4	4

Screening results deposited in PubChem by several laboratories.
